# KAT2A inh: GCN5L2 (KAT2A) acetyltransferase inhibition; GCN5L2 HAT assay, ThioGlo1 CoA-SH fluorescence; Potency, µM (highest dose often 58.9 µM), inactives show at the highest dose activity change, negative = inhibition, usual class: inhibitors; 0.21% of 390,000 active; AID 504327; Q92830
# Target sequence (Q92830 whole entry, looked up): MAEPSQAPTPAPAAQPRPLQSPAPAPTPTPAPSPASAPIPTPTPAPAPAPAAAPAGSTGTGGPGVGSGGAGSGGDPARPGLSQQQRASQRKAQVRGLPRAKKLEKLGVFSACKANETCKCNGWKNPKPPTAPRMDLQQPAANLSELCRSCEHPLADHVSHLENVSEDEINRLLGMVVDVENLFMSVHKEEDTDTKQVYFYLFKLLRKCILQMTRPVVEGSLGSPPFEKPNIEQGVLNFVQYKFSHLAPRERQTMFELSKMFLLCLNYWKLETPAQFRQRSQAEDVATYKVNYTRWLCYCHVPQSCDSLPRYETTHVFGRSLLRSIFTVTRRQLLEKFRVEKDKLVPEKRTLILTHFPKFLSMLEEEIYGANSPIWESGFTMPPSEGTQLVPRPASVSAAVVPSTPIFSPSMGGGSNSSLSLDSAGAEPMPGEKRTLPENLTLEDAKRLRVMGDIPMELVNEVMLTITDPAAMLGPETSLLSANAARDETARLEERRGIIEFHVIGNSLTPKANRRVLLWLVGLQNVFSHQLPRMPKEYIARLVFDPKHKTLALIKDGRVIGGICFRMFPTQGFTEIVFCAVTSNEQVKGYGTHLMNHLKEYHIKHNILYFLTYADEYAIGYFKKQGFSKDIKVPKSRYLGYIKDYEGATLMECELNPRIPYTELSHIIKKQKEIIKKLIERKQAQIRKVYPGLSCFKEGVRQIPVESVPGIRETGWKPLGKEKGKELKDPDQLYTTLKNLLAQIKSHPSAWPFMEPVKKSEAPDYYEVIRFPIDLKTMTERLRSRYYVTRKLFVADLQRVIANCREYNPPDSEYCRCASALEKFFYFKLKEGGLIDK
#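 GCN5L2 (20 nM) in 50mM HEPES pH 7.5, 0.1mM EDTA, 0.01% Tween-20 preincubated 15 min with compounds at room temperature. Reaction started with H3(1-25) 75uM, acetyl-CoA 70uM, ThioGlo1 50uM; CoA-thiol fluorescence (Ex340/Em540) read at 0 and 20 min.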
# N370S GC: N370S glucocerebrosidase modulation, Gaucher chaperone candidate; P04062; N370S GC spleen homogenate, 4MU-glucoside fluorescence; Potency, µM (highest dose often 59.4 µM), inactives show top-dose activity change, negative = inhibition, hits mostly inhibitors; 0.092% of 330,000 active;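 also: 0% = full enzyme activity and -100% = no enzyme basal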
# FEN1 inh: inhibitors of human flap endonuclease 1. P39748. Recombinant FEN1 flap cleavage, fluorescence, 15 min. Potency, µM (top dose mostly 114 µM), inactives show at the highest dose activity change, negative = inhibition, actives largely listed as inhibitors. 0.35% of 390,000 active. AID 588795; also: nearly all actives have a fitted effect of over 65% in size
#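 Concentration–response screening of FEN1 (10 nM): 15 min compound preincubation at room temperature, reaction started with 50 nM substrate and read at 0 and 15 min. Corrected, normalized data were fitted by a four-parameter Hill equation.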
# Active calls of the source: *; u = inconclusive; x = no result given; & = joins results of further samples; [ ] = another dose, or the depositor's remark. Calls follow the shape of the dose curve; as a rule, active = well fitted curve in the direction sought with a large enough effect; inconclusive = small, poorly fitted or top-dose-only effect, or another doubt; inactive = no such curve, though single readings can be large; an effect the other way counts as inactive or inconclusive. Unless noted, % is scaled to controls: 0 for no effect and ±100 for the full control effect; potency is read from the fitted curve at half-maximal effect. A portion of the library; the hit share may differ from the screen's.
# Each structure is followed by: KAT2A inh, N370S GC, FEN1 inh
(1) COc1cc(NC(=O)COC(=O)CNC(=O)c2cc(C)cc(C)c2)c(C)cc1[N+](=O)[O-]
 : -5%, 6%, 11%
(2) COc1ccc(C)cc1NC(=O)c1cc2c(s1)-c1ccccc1SC2
 : -5%, x, 11%
(3) O=C(NC1CCCCC1)C(c1ccccn1)N(C(=O)c1csnn1)c1ccccc1F (stereo unspecified)
 : 1%, 0%, 3%
(4) Cc1c(CNCc2ccc(Cl)cc2)c(C(=O)O)c(C)n1Cc1ccc(F)cc1
 : 2%, x, 16%
(5) NC(=O)c1cc(S(=O)(=O)NCc2cccc(Br)c2)cs1
 : -9%&0%, 1%, -14%&-7%
(6) COc1ccc(NC(=O)CSc2nnc(-c3cccs3)n2C)cc1OC
 : -5%, 4%, -4%
(7) Cc1cc(NC(=O)C2CCCCC2)nc2c1c(=O)oc1ccccc12
 : -6%, 4%, -3%
(8) Cc1ccc(NC(=O)COC(=O)CN2C(=O)C3CCCCC3C2=O)cc1C (stereo unspecified)
 : 1%, x, 0%
(9) Cc1cc(C)n2nc(SCCC(=O)NCCc3ccccc3)nc2n1
 : -9%, 1%, -5%
(10) CC(C)(C)c1ccc(S(=O)(=O)C(C)(C)C)cc1
 : -5%, -1%, -4%
(11) CCCCN1CC(c2nc3ccccc3n2CCCCOc2cc(C)ccc2C)CC1=O (stereo unspecified)
 : -2%, x, 22%
(12) O=C(O)c1ccc2nnn(O)c2c1
 : -4%, 0%, 1%
(13) O=c1[nH]n2c(=O)c3c([nH]c2c1N=Nc1ccccc1)CCC3
 : -14%, -10%, u
(14) Cc1ccsc1C(C(=O)NC(C)(C)C)N(C(=O)c1csnn1)c1ccccc1 (stereo unspecified)
 : -2%, -8%, -10%
(15) O=C(NCCc1ccc(F)cc1)c1cccs1
 : 2%, 3%, 1%
(16) Nc1nc(-c2ccco2)c(-c2ccco2)s1
 : -7%, 1%[2.35 µM], -7%
(17) O=C(CN(C(=O)Cn1nnc(-c2cccs2)n1)c1ccc2c(c1)OCCO2)NCC1CCCO1 (stereo unspecified)
 : -24%, 18%, 0%
(18) O=C(CN1CCN(CC(=O)Nc2ccccn2)CC1)Nc1ccccn1
 : 0%, -3%, -2%
(19) O=C(NCc1cccnc1)C(=O)NCC(c1cccnc1)N1CCN(c2ccccc2)CC1 (stereo unspecified)
 : -15%, x, 6%
(20) c1ccc(-c2nc(-c3cccs3)[nH]c2-c2ccccc2)cc1
 : -5%, -5%, 6%
(21) Cc1ccc(C)c(N(CC(=O)NCc2ccc3c(c2)OCO3)C(=O)CCC(=O)Nc2ccccn2)c1
 : -3%, 0%, -13%
(22) C=CCNC(=S)Nc1cccc2ccccc12
 : 4%, 0%, -10%
(23) COC(=O)COc1ccc(NC(=O)Cn2nc(-c3ccccc3)c3ccccc3c2=O)cc1
 : -3%, -1%, 2%
(24) CCCNC(=O)C(C)n1nc(C)c2c(C)n(-c3ccccc3)nc2c1=O (stereo unspecified)
 : -6%, x, -3%
(25) Cc1cc(C)cc(OCCn2c(C3CC(=O)N(c4ccccc4Cl)C3)nc3ccccc32)c1 (stereo unspecified)
 : -3%, -23%, -22%
(26) CSc1nc(Nc2ccc(Cl)cc2)c(C#N)c(=O)[nH]1
 : -9%, -28%, 3%
(27) COc1ccccc1CNCc1ccc(C(=O)O)s1
 : -3%, x, -1%
(28) Cn1c(C(=O)Nc2ccc(Cl)cc2)cc2cc(Cl)ccc21
 : -8%, -3%, 9%
(29) CC(=O)c1c(C)oc2c(Cl)cc(NS(=O)(=O)c3ccc(Cl)cc3)cc12
 : 1%, x, -1%
(30) CCN(CC)S(=O)(=O)c1cccc(S(=O)(=O)N2CCCCC2)c1
 : -4%, 18%[12.8 µM], -14%

# An excerpt of these results, as labelled records:
30	CCN(CC)S(=O)(=O)c1cccc(S(=O)(=O)N2CCCCC2)c1
- KAT2A inh: -4%
- N370S GC: 18%[12.8 µM]
- FEN1 inh: -14%
16	Nc1nc(-c2ccco2)c(-c2ccco2)s1
- KAT2A inh: -7%
- N370S GC: 1%[2.35 µM]
- FEN1 inh: -7%
25	Cc1cc(C)cc(OCCn2c(C3CC(=O)N(c4ccccc4Cl)C3)nc3ccccc32)c1 (stereo unspecified)
- KAT2A inh: -3%
- N370S GC: -23%
- FEN1 inh: -22%
23	COC(=O)COc1ccc(NC(=O)Cn2nc(-c3ccccc3)c3ccccc3c2=O)cc1
- KAT2A inh: -3%
- N370S GC: -1%
- FEN1 inh: 2%

# Reformatted with one line to a screen: 2 of the compounds above
[1] COc1cc(NC(=O)COC(=O)CNC(=O)c2cc(C)cc(C)c2)c(C)cc1[N+](=O)[O-]
[2] COc1ccc(C)cc1NC(=O)c1cc2c(s1)-c1ccccc1SC2

Assay by compound,1,2
KAT2A inh,-5%,-5%
N370S GC,6%,x
FEN1 inh,11%,11%

# (listing goes on)
# Each structure is followed by: KAT2A inh, N370S GC, FEN1 inh
(31) CCc1cccc(-n2nnc(-c3nc(-c4cccs4)no3)c2N)c1
 : 0%, x, 2%
(32) CC1CCCN(C(=O)C(=O)Nc2ccc3nc4n(c(=O)c3c2)CCCCC4)C1 (stereo unspecified)
 : 0%, -5%, 7%
(33) COc1ccc(-c2nn(-c3ccccc3)cc2C(=O)OCC(=O)c2ccc(C)c([N+](=O)[O-])c2)cc1
 : 0%, -1%, -14%
(34) CCOC(=O)C1CCN(C(=O)c2nn(-c3ccc(C)cc3)c(=O)n(C)c2=O)CC1
 : -8%, x, 2%
(35) Cc1ccc(OCC(=O)N2CCc3ccccc3C2)cc1
 : -1%, -5%, 3%
(36) CC1CCN(c2ccc3nnc(CCC(=O)N4CCN(c5ccccc5F)CC4)n3n2)CC1
 : u, -3%, -7%
(37) O=S(=O)(c1ccc(Cl)c(S(=O)(=O)N2CCCC2)c1)N1CCCC1
 : -2%, 22%, -2%
(38) C/C(=N\Nc1cc(N2CCOCC2)nc(C)n1)c1ccc(F)cc1
 : -10%, -5%, -12%
(39) Cn1cccc1C(=O)OCC(=O)N1CCc2ccccc21
 : -3%, x, -19%
(40) CCOc1ccccc1NC(=O)CSc1nc2ccccc2c(=O)n1CC1CCCO1 (stereo unspecified)
 : -9%, u, 9%
(41) CCCCNC(=O)C1CC(c2cccc(F)c2)=NO1 (stereo unspecified)
 : -12%, 6%, -6%
(42) CCN(C(=O)C(C)Sc1ccc(S(=O)(=O)N2CCN(C)CC2)cn1)c1ccccc1 (stereo unspecified)
 : -3%, x, -3%
(43) CCOC(=O)N1CCC(NC(=O)c2ccc3c(c2)N=C(CC)c2cc(C)ccc2S3)CC1
 : -10%, -7%, -1%
(44) Cc1ccc2cccc(NC(=O)C(C)(C)Oc3ccc(Br)cc3)c2n1
 : -4%, x, -4%
(45) Cc1ccccc1CC(=O)N1CCCc2ccccc21
 : -14%, 3%, 6%
(46) COC(=O)C1=C(C)OC(N)=C(C#N)C1c1cc(OC)c(OCC(N)=O)cc1Cl (stereo unspecified)
 : -2%, -12%, 8%
(47) O=C(CN(C(=O)CNC(=O)c1ccco1)c1cccc(F)c1)NC1CCCCC1
 : -6%, -4%, 10%
(48) COc1cc(OC)cc(C(=O)Nc2ccc(NC(=O)c3ccco3)c(C)c2)c1
 : -5%, 7%, 0%
(49) CN(C)c1nc(C(=O)NN)nc(N(C)C)n1
 : -5%, 21%, 3%
(50) CN(Cc1ccccc1)C(=O)c1ccc2c(c1)N(Cc1ccc(Cl)cc1)C(=O)c1ccccc1S2=O (stereo unspecified)
 : -4%, x, 6%
(51) O=C(CN1CCN(C/C=C/c2ccccc2)CC1)Nc1ccc(F)cc1F
 : -15%, 16%, -4%
(52) CCCCN(C(=O)CN1C(=O)C2CCCCC2C1=O)c1c(N)n(Cc2ccccc2)c(=O)[nH]c1=O (stereo unspecified)
 : -1%, 0%, 3%
(53) CCN(CC)S(=O)(=O)c1ccc(NS(=O)(=O)c2cccc(C)c2)cc1
 : -6%, -3%, -13%
(54) CCN(CC)CCNC(=O)c1ccc(NC2=NC3CS(=O)(=O)CC3S2)cc1 (stereo unspecified)
 : 1%, 23%, -11%
(55) CC(C)(C)c1ccc(-c2nc(-c3ccncc3)no2)cc1
 : -2%, 8%, 2%
(56) COc1ccc(/C=C(\C#N)C(=O)OCCNC(=O)c2ccncc2)cc1
 : -15%, 1%, -18%
(57) Cc1ccc(C(C)C)cc1S(=O)(=O)Nc1cccnc1
 : -2%, -25%, 8%
(58) COc1ccc(C(=O)c2ccc(OC)c(OC)c2)cc1
 : 0%, 5%, 2%
(59) Cc1cccn2c(=O)c3cc(C#N)c(=O)n(CCCN4CCOCC4)c3nc12
 : -9%, u, u
(60) CCc1ccc(-c2cc(C)no2)cc1S(=O)(=O)NC(C)Cc1ccco1 (stereo unspecified)
 : -8%, -13%, -18%

# Continuation:
nr	compound	KAT2A inh	N370S GC	FEN1 inh
61	NS(=O)(=O)c1cccc(NC(=O)COC(=O)Cn2cnc3ccccc32)c1	-8%	3%	-7%
62	CN(CC(=O)Nc1ccc(F)cc1[N+](=O)[O-])C1CCS(=O)(=O)C1 (stereo unspecified)	-2%	x	-7%
63	C[C@@H](CO)NC(=O)c1ccc2c3n(nc2c1)-c1ccccc1CO3	-11%	-10%	-11%
64	CCC/C(C(=O)NCCO)=C1/c2ccccc2C(=O)N1c1ccccc1	0%	x	6%
65	CC1CN(CCCCOc2ccc(Cl)c3ccccc23)CC(C)O1 (stereo unspecified)	-11%	-36%	-1%
66	O=C(COc1ccccc1C(=O)O)Nc1ccc(SC(F)F)cc1	-7%	23%	20%
67	Cc1ccc(NC(=O)CN(C)CC(=O)NC2CCCc3ccccc32)cc1 (stereo unspecified)	-20%	-4%	8%
68	COC(=O)c1ccc(CN2C(=O)C3CCCCC3C2=O)o1 (stereo unspecified)	-7%	5%	19%
69	Cc1ccc(CCNC(=O)C2CCN(S(=O)(=O)c3ccc4nc5c(c(C(=O)O)c4c3)CCCC5)CC2)cc1	-6%	-23%	-4%
70	CCOc1ccc2oc(C(=O)OCC(=O)NC3CC3)c(C)c2c1	-8%	5%	15%
71	Cc1nc(NCCc2ccc(F)cc2)c2nnn(Cc3ccccc3)c2n1	-25%	0%	15%
72	COc1cc2c(cc1O)[C@H](Cc1ccc(Oc3cc(C[C@@H]4NCCc5cc(OC)c(O)cc54)ccc3O)cc1)NCC2	-6%	-26%	x
73	CCOc1ccc(CNC(=O)c2cnc3sc(N4CCCCCC4)nn3c2=O)cc1OC	-3%	x	4%
74	COc1ccc(Br)cc1CNC(=O)CN1C(=O)c2cccnc2Oc2ccc(C)cc21	-10%	x	-12%
75	O=C(CSc1nnc(Cc2cccs2)n1-c1ccccc1)NCc1ccc2c(c1)OCO2	-1%	5%	6%
76	CCOCCCNC(=O)C(c1ccc(C)cc1)N(Cc1ccc2c(c1)OCO2)C(=O)c1ccccc1O (stereo unspecified)	-3%	x	10%
77	CCc1c(C)c2ccc(O)c(CN3CCN(c4ccc(OC)cc4)CC3)c2oc1=O	-11%	x	6%
78	O=C(O)CCC(=O)N1N=C(c2ccc(Br)cc2)CC1c1ccc(Br)cc1 (stereo unspecified)	-2%	1%	14%
79	O=C(/C=C/c1cccc(F)c1)OCC(=O)N1CCCC1	-8%	x	-1%
80	O=C(Nc1ccc(S(=O)(=O)NCc2ccco2)cc1)c1ccc2ccccc2n1	-14%	-1%	0%
81	COC(=O)c1cc(C(=O)OCC(=O)Nc2ccc(N3CCOCC3)cc2)cc([N+](=O)[O-])c1	0%	x	-15%
82	COc1ccc(C2(C(=O)Nc3cc(C)on3)CCOCC2)cc1	1%	3%	-5%
83	CCOC(=O)c1cc2c(=O)n3ccccc3nc2n(CCOC)c1=NC(=O)c1ccncc1	-15%	u	9%
84	CC(=O)c1c(C)n(C)c2ccc(OC(=O)c3ccc([N+](=O)[O-])cc3)cc12	-5%	19%	5%
85	N#Cc1ccc(OCc2nnc(SCC(=O)N3CCCc4ccccc43)n2-c2ccccc2)cc1	-8%	2%	-4%
86	CCOc1cc2[nH]c(=S)n(CCCC(=O)NCc3ccccn3)c(=O)c2cc1OCC	-29%	-12%	-13%
87	COc1ccc(NS(=O)(=O)c2cccc(C(=O)NCc3ccccn3)c2)cc1	0%	-1%	2%
88	COc1cc(C(Nc2ccc(S(=O)(=O)N3CCC(C)CC3)cc2)C(=O)NCC2CCCO2)cc(OC)c1OC (stereo unspecified)	-3%	-6%	-5%
89	Cc1ccn(C(=O)c2ccc(NC(=O)CC(C)C)cc2)n1	-4%	-4%	-5%
90	N#C/C(=C/c1ccc(-c2ccc(Br)cc2)o1)C(=O)NC1CCCCC1	-7%	7%	-4%
91	Cc1cccn2c(=O)c(C=O)c(NCc3ccccc3)nc12	-1%	29%	-8%
